From PubChem
IMPase Li inh: IMPase inhibition in cells with lithium potentiation; CHO-M1 cells, IP1 TR-FRET (IP-One), carbachol + lithium; Potency, µM (series often up to 59.4 µM), without a hit: top-dose activity, negative = IMPase inhibition, hits mostly inhibitors; actives 0.35% (n = 210,000); AID 1457;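 note: IP1 builds up when IMPase is blocked and the TR-FRET signal falls; potency is the fitted concentration of half-maximal effect; plate controls were basal vehicle for no effect and high inhibitor control for full effect; nearly all actives have a fitted effect of over 50% in size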
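Lithium-sensitised IP1 accumulation assay; M1-expressing CHO cells treated 30 min at 37C with compound. Competitive antibody detection by time-resolved FRET followed a 10 min room-temperature lysis step.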
LMNA splice mod: LMNA splicing modulation; HeLa LMNA splicing GFP/RFP minigene ratio, 48 h; Potency, µM (titrated, usually from 46.1 µM), for the others: at the top dose ratio change, negative = inhibition, hits mostly inhibitors; actives 0.01% (n = 200,000); active = well fitted inhibition curve with a large enough effect in the signal ratio, with a control signal flat, not every such curve was filed as active; inconclusive = small, poorly fitted or top-dose-only effect, or effect the other way, or a change in a side signal; the % refers to the signal ratio; note: potency is the fitted concentration of half-maximal effect; % is set by controls: 0 for no effect and ±100 for the full control effect
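S3 HeLa cells stably expressing lamin A-EGFP splicing minigene plus DsRed2, 600 cells/well, 48 h compound exposure at 37C. Laser-scanning cytometry; analysed as GFP (500-530 nm)/RFP (575-640 nm) total intensity ratio; 0.5% DMSO vehicle.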
HTT aggregate: mutant huntingtin aggregation inhibition | PC12 HttQ103-GFP aggregates, Acumen cytometry, 40 h | actives 1.1% (n = 220,000) | Potency, µM (doses to about 46.1 µM), for inactives: at the top dose activity change, negative = inhibition, most hits filed as inhibitors; note: potency is the fitted concentration of half-maximal effect; % is set by controls: 0 for no effect and ±100 for the full control effect; nearly all actives have a fitted effect of over 60% in size
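Aggregates are detected as GFP objects 1–25 µm with signal 6 STDEV over background in lysates of induced PC12 cells. These carry Huntingtin exon 1 with 103 glutamines fused to GFP under an ecdysone promoter; compounds titrated.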
KinaseGlo FLuc: blocks Kinase-Glo luciferase, a counter-screen artifact; Q27757; Kinase-Glo luciferase, ATP luminescence, 8 min; AID 1379; actives 0.28% (n = 200,000); Potency, µM (top dose mostly 38.3 µM), inactives show top-dose activity change, negative = inhibition, hits mostly inhibitors; note: potency is the fitted concentration of half-maximal effect; % is set by controls: 0 for no effect and ±100 for the full control effect; nearly all actives have a fitted effect of over 60% in size
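Substrate mix (final 50 mM imidazole pH 7.2, 50 mM KCl, 7 mM MgCl2, 10 uM ATP, 0.01% Tween 20, 0.05% BSA) plus pin-tool compound, then Kinase-Glo detection mix; 8 min ambient, luminescence read.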
Epigenetic derep: derepresses silenced GFP reporter in murine cells; murine LDR cells, GFP reporter derepression, 30 h; Potency, µM (series often up to 53.9 µM), for the others: top-dose GFP activation, actives largely listed as activators; actives 0.2% (n = 280,000); AID 1865; note: potency is the fitted concentration of half-maximal effect; % of control where 0% means no effect; nearly all actives have a fitted effect of over 60% in size
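Reporter derepression read as number of fluorescent GFP-positive objects, 20-120 um in size, counted by laser-scanning cytometer. Mouse LDR line with an epigenetically silenced CMV-GFP locus; compound incubation 30 h, 37 C.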
CBFb RUNX1 block: inhibitors of human CBF-beta and RUNX1 interaction | Q01196+Q13951 | AlphaScreen CBFb-His/RUNX1-biotin binding, biochemical | Potency, µM (series often up to 59.8 µM), for the others: at the top dose activity, negative = inhibition, actives largely listed as inhibitors | 230,000 tested, under 10 active | AID 1477; note: % of control where 0% means no effect
Target sequence (Q01196 whole entry, looked up): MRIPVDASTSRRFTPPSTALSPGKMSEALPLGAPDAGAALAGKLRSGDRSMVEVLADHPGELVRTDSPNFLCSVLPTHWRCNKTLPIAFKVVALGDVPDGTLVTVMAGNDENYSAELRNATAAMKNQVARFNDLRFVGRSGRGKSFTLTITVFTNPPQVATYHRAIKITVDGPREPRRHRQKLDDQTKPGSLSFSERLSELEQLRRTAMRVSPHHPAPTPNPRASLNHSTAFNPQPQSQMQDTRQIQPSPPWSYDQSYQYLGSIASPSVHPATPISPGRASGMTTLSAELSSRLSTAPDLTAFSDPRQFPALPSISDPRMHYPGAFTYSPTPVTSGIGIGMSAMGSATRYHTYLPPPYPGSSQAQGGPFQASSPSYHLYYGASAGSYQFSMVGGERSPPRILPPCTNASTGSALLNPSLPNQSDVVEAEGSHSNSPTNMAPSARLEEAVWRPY
Target sequence (Q13951 whole entry, looked up): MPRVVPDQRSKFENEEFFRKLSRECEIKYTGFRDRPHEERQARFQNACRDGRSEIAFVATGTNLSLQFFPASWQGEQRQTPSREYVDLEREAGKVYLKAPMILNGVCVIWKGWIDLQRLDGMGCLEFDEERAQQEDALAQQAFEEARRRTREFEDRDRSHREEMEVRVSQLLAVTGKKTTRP
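Room-temperature protein-protein interaction test with 30 nM each of His-tagged CBF-beta and biotinylated RUNX1, 15 min with compound, then 90 min with nickel plus streptavidin beads. Signal read in AlphaScreen mode.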
NPSR antag: blocks cAMP signaling of the human neuropeptide S receptor; CHO-NPSR cells, cAMP TR-FRET, antagonist mode; Potency, µM (highest dose often 38.3 µM), without a hit: top-dose activity change, negative = inhibition, usual class: inhibitors; actives 1% (n = 220,000); note: potency is the fitted concentration of half-maximal effect; % is set by controls: 0 for no effect and ±100 for the full control effect; nearly all actives have a fitted effect of over 50% in size; many of its hits are not listed in these tables
Target sequence (Q6W5P4 whole entry, looked up): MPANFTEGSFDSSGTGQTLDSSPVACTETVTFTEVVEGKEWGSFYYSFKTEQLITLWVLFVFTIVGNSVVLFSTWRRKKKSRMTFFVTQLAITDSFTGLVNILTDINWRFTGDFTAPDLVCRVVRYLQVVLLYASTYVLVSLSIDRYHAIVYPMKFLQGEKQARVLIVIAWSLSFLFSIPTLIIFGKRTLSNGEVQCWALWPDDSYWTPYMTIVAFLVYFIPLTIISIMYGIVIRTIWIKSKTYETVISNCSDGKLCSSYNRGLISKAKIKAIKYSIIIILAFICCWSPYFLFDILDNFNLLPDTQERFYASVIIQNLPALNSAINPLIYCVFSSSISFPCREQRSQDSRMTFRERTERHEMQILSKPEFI
The depositor's hits bear a star; ? = inconclusive; . = no result given; & = joins results of further samples; [ ] = another dose, or the depositor's remark. Unless noted, calls come from the whole dose curve; as a rule, active = well fitted curve in the direction sought with a large enough effect; inconclusive = small, poorly fitted or top-dose-only effect, or another doubt; inactive = no such curve, though single readings can be large; an effect the other way counts as inactive or inconclusive. Not all compounds are listed. The share of hits here may be higher or lower than overall.

(1) Cc1cc(Cl)ccc1C(=O)C1CCCN(C(=O)c2cnsn2)C1 (stereo not drawn)
(2) CCOC(=O)C1CCN(c2c(NC3CCCCCCC3)c(=O)c2=O)CC1
(3) Cc1csc(NC(=O)c2ccoc2C)n1
(4) COc1ccc(CN2CC(C(=O)NCCN3CCN(c4ccccc4F)CC3)CC2=O)cc1 (stereo not drawn)
(5) CC1(C)CC(=O)c2sc(NC(=O)c3cccs3)nc2C1
entry no.	1	2	3	4	5
IMPase Li inh	8.2%	21.8%	21.0%[38.3 µM]	24.4%[38.3 µM]	0.9%
LMNA splice mod	14.5%[46 µM]	-13.4%	-6.3%	-4.1%	-8.9%
HTT aggregate	-13.7%[9.22 µM]	3.9%	-7.4%	-14.6%	-1.1%
KinaseGlo FLuc	-3.0%	3.6%	?	-4.3%	?
Epigenetic derep	0.0%	1.0%	1.6%	-1.7%	-1.2%
CBFb RUNX1 block	4.0%	1.0%	0.6%	-4.7%	11.4%
NPSR antag	24.8%	-20.7%	-6.2%[46.1 µM]	10.5%[46.1 µM]	?

(6) Cc1ccccc1NN=Nc1nc2c([nH]1)c(=O)n(C)c(=O)n2C
(7) Cn1c(=O)oc2cc(S(=O)(=O)NCCC(=O)NC3CCCC3)ccc21
(8) COc1ccc(-c2[nH]c(-c3cccc(OC)c3)nc2SCC(=O)NC2CCCC2)cc1
(9) Cc1oc(-c2ccccc2F)nc1CN1CCC(C(=O)NCCC2=CCCCC2)CC1
(10) COCCN(C(=S)Nc1cccc(C)c1)C(C)c1cccs1 (stereo not drawn)
entry no.	6	7	8	9	10
IMPase Li inh	-2.4%	2.7%[38.3 µM]	7.6%	4.5%[38.3 µM]	7.7%
LMNA splice mod	-3.3%	17.3%	-9.0%	5.0%	-3.8%
HTT aggregate	-9.3%	-1.3%	7.2%	-7.6%	17.7%
KinaseGlo FLuc	-4.9%	0.7%	-8.7%	2.6%	0.1%
Epigenetic derep	1.6%	-0.8%	1.0%&-5.7%	-1.0%	0.0%
CBFb RUNX1 block	9.9%	5.9%	3.4%[2.36 µM]	-0.4%	5.2%
NPSR antag	1.4%	-1.2%[46.1 µM]	-20.2%	-10.1%[46.1 µM]	-16.5%[46.1 µM]

(11) O=C(Nc1ccc2c(c1)OCO2)c1cccc2c1C(=O)N(C1CCCCC1)C2
(12) CC(C)Cc1ccc(C(C)C(=O)Nc2ccc(O)cc2)cc1 (stereo not drawn)
(13) COc1ccccc1OCCCOc1c(C)cc(C)cc1Br
(14) O=C(CNC(=O)/C=C/c1ccccc1)N=Nc1c(O)n(Cc2ccccc2)c2ccccc12
(15) Cc1nn(-c2ccccc2)c2c1C(c1ccc(F)cc1)C(C#N)=C(N)O2 (stereo not drawn)
entry no.	11	12	13	14	15
IMPase Li inh	3.4%	13.0%	6.0%	14.8%	-4.7%
LMNA splice mod	.	-13.7%[46 µM]	-12.9%	-7.0%	-10.1%
HTT aggregate	10.7%	20.5%[9.22 µM]	-5.0%	-2.3%	15.2%
KinaseGlo FLuc	0.3%	3.2%	-2.8%	6.0%	-1.5%
Epigenetic derep	-4.2%	8.0%	0.0%	-1.0%	2.3%
CBFb RUNX1 block	-9.6%	6.0%	?	-3.6%	?
NPSR antag	-17.9%	-26.0%	-8.2%	-18.0%	-13.0%

(16) N#Cc1c(N)n(CCNC(=O)c2cccs2)c2nc3ccccc3nc12
(17) COc1ccc(OC)c(-n2c(SCC(=O)NCc3ccco3)nnc2-c2c[nH]c3ccccc23)c1
(18) CCCOc1ccc(C(=O)NCC(c2ccco2)N(C)C)cc1 (stereo not drawn)
(19) O=C(C[n+]1ccccc1)Nc1c(Cl)cc(Cl)cc1Cl
(20) O=C(NCc1cccnc1)Nc1cccc(NC(=O)NCc2cccnc2)c1
entry no.	16	17	18	19	20
IMPase Li inh	18.3%[38.3 µM]	-0.6%[38.3 µM]	21.3%	15.6%	5.3%[38.3 µM]
LMNA splice mod	-9.0%	-22.1%	-5.6%	.	-4.1%
HTT aggregate	-13.8%	12.6%	?	8.2%[9.22 µM]	4.0%
KinaseGlo FLuc	0.1%	-0.1%	2.8%	-8.9%	-1.7%
Epigenetic derep	0.0%	1.7%	-1.9%	?	-2.1%
CBFb RUNX1 block	7.7%	4.3%	0.1%	0.4%	6.1%
NPSR antag	-3.9%[46.1 µM]	?	-3.2%[46.1 µM]	57.7%	-4.0%[46.1 µM]

(21) C=CCN(C(=O)CSC1=NC(=O)CN1C(C)=O)c1nc(C)c(-c2ccccc2)s1
(22) O=C(Nc1ccccc1C(=O)O)c1ccccc1
(23) O=C(Cc1c(Cl)cccc1Cl)OCC(=O)N1CCN(C(=O)c2ccco2)CC1
(24) CCn1c(=O)cc(SCC(=O)N(C)Cc2ccccc2)c2ccccc21
(25) Fc1ccc(NC(=S)NC2CC3CCCC(C2)N3Cc2cccs2)cc1 (stereo not drawn)
entry no.	21	22	23	24	25
IMPase Li inh	18.0%	27.4%[38.3 µM]	-0.5%	-15.1%[38.3 µM]	24.5%
LMNA splice mod	.	12.7%	-1.8%[46 µM]	-11.3%	?
HTT aggregate	?	6.0%[9.22 µM]	8.5%	11.1%[9.22 µM]	17.2%[9.22 µM]
KinaseGlo FLuc	1.5%	-0.6%	3.8%	1.1%	1.2%
Epigenetic derep	8.9%	-0.2%	-1.3%	-3.3%	2.1%
CBFb RUNX1 block	-2.9%	-10.7%	-7.9%	-5.2%	3.6%
NPSR antag	?	-8.0%[46.1 µM]	0.1%	-24.1%[46.1 µM]	-21.0%

(26) O=S(=O)(Nc1ccc(O)c(Sc2nc3ccccc3s2)c1)c1cccc2ccccc12
(27) CC(C(=O)Nc1nccs1)N1C(=O)C2CC=CCC2C1=O (stereo not drawn)
(28) Cc1cc(C)c(O)c(-c2cc(C(=O)NCCc3ccc(S(N)(=O)=O)cc3)[nH]n2)c1
(29) COC(=O)c1c(NC(=O)COC(=O)CNC(=O)c2ccco2)sc(C)c1C
(30) CSc1ncccc1C(=O)N1CCCC(C(=O)c2ccc3ccccc3c2)C1 (stereo not drawn)
entry no.	26	27	28	29	30
IMPase Li inh	.	20.9%[38.3 µM]	.	-1.3%	17.2%
LMNA splice mod	?	-4.5%	.	?	?
HTT aggregate	-7.3%	-12.7%	-13.6%[9.22 µM]	1.9%	33.6%[9.22 µM]
KinaseGlo FLuc	.	-0.1%	.	-0.1%	-0.1%
Epigenetic derep	-1.1%	-1.9%	1.0%	0.0%	-0.4%
CBFb RUNX1 block	-3.7%	1.7%	16.4%	-3.3%	1.7%
NPSR antag	?	-6.3%[46.1 µM]	2.0%	12.6%	16.1%

Two entries picked at random from those above, as already listed:
(16) N#Cc1c(N)n(CCNC(=O)c2cccs2)c2nc3ccccc3nc12
(29) COC(=O)c1c(NC(=O)COC(=O)CNC(=O)c2ccco2)sc(C)c1C
entry no.	16	29
IMPase Li inh	18.3%[38.3 µM]	-1.3%
LMNA splice mod	-9.0%	?
HTT aggregate	-13.8%	1.9%
KinaseGlo FLuc	0.1%	-0.1%
Epigenetic derep	0.0%	0.0%
CBFb RUNX1 block	7.7%	-3.3%
NPSR antag	-3.9%[46.1 µM]	12.6%

(more compounds)
(31) COC(=O)c1c(NC(=O)CN2C(=O)NC3(CCC(C(C)(C)C)CC3)C2=O)sc2c1CCCCC2 (stereo not drawn)
(32) CCOC(=O)N1CCN(C(=O)c2cc3c(s2)-c2ccc(Cl)cc2S(=O)(=O)C3)CC1
(33) COc1cccc(C(=O)N=c2sc3c(C)ccc(OC)c3n2C)c1
(34) CCc1c(C)nc2ncnn2c1N1CCCC(C(=O)NCCc2ccc(OC)cc2)C1 (stereo not drawn)
(35) Fc1ccc2nc(Nc3nc4cc5c(cc4s3)OCO5)sc2c1
entry no.	31	32	33	34	35
IMPase Li inh	-7.1%	-2.0%	?	0.8%[38.3 µM]	-3.8%
LMNA splice mod	-6.3%	.	-16.0%	?	-3.7%
HTT aggregate	-6.4%	-20.8%	-11.3%	1.0%	-2.5%
KinaseGlo FLuc	3.3%	-1.9%	?	12.6%	-3.3%
Epigenetic derep	0.0%	-6.2%	2.2%	-0.9%	0.4%
CBFb RUNX1 block	-2.9%	8.2%	7.4%	-1.4%	-11.5%
NPSR antag	5.0%	6.6%	-7.3%[46.1 µM]	-13.7%[46.1 µM]	-13.3%

(36) O=c1[nH]c(SCc2cccc(Cl)c2)nc2[nH]ncc12
(37) CCCC(=O)NC(Nc1cccc(C(F)(F)F)c1)C(Cl)(Cl)Cl (stereo not drawn)
(38) CCn1c(SCC(=O)NCCOC)nc2sc3c(c2c1=O)CCCC3
(39) CN(C)S(=O)(=O)N1CCN(C(=O)c2ccccc2)CC1
(40) CCNc1nc(NCc2ccccc2)nc(SCC(=O)Nc2ccccc2)n1
entry no.	36	37	38	39	40
IMPase Li inh	-1.3%	-0.4%[38.3 µM]	-4.1%[38.3 µM]	4.4%[38.3 µM]	11.2%
LMNA splice mod	.	5.5%	?	-0.4%	?
HTT aggregate	-5.3%	2.7%	24.5%	-5.9%[9.22 µM]	15.9%
KinaseGlo FLuc	7.1%	-1.8%	-3.9%	0.8%	-0.4%
Epigenetic derep	-1.4%	-0.5%	-2.8%	-1.5%	0.0%
CBFb RUNX1 block	13.3%	-1.5%	-0.6%	0.4%	-3.6%
NPSR antag	-19.0%	-10.5%[46.1 µM]	-15.6%[46.1 µM]	-6.3%[46.1 µM]	-6.7%

(41) O=C(N/N=C/c1ccc(Cl)cc1Cl)C(=O)NC1CC1
(42) O=C(Cn1cc(S(=O)(=O)Cc2ccccc2)c2ccccc21)Nc1ccccc1
(43) COc1ccc(Nc2c(-c3ccc(OC)cc3)nc3cnccn23)cc1
(44) CCOc1ccc(C(=S)NC2CCCCC2)cc1
(45) O=C(Cn1nnc(-c2ccc(F)cc2)n1)OCC(=O)c1ccccc1
(46) COCCN1C(=O)N[C@H](c2cccc(C(F)(F)F)c2)C(C(=O)OC)=C1C
entry no.	41	42	43	44	45	46
IMPase Li inh	-5.3%	1.3%	20.8%	20.5%[38.3 µM]	7.4%	11.8%&2.1%
LMNA splice mod	-14.1%[46 µM]	?	?	-3.2%	-19.7%[46 µM]	?
HTT aggregate	7.0%	-15.2%	-7.6%	-2.6%	26.3%	-2.5%
KinaseGlo FLuc	4.4%	-3.5%	-0.1%	-5.1%	2.5%	-1.3%&0.8%
Epigenetic derep	0.0%	11.5%	-2.7%	1.2%	-0.5%	-1.1%&-2.0%
CBFb RUNX1 block	-2.9%	-12.5%	-7.4%	1.1%	18.5%	4.9%
NPSR antag	7.3%	-3.8%	-30.8%	-19.6%[46.1 µM]	-4.3%	3.5%
